Assay outcomes: PubChem BioAssay, several laboratories
Scp-1 inhibitor – Scp-1 (human) phosphatase inhibition. inhibition, % at 20 µM. Recombinant Scp1, phosphopeptide, malachite green phosphate absorbance. Q9GZU7. actives 0.88% (n = 340,000);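 active = inhibition above about 50% at 20 µM, limit read from the data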;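 note: plate controls were DMSO wells with enzyme for no effect and wells lacking enzyme for full effect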
Target sequence (Q9GZU7 76-261 limits assumed): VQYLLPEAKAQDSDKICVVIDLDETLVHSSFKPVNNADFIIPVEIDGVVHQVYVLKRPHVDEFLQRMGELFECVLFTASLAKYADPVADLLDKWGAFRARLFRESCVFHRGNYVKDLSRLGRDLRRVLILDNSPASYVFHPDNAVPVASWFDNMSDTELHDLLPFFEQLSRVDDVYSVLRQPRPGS
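Material: truncated SCP-1 phosphatase (76-261aa) / Buffer or medium: 50 mM Tris acetate pH 5.5, 0.005% Tween-20, 10 mM MgCl2 / Compound dosing: one concentration, 20 µM, with 1.0% DMSO / Incubation: 45 min room-temperature reaction, 5 min colour, 30 min stabiliser / Detection: colorimetric free-phosphate detection, absorbance 630 nm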
Rpn11 inh – inhibitors of human proteasome Rpn11; human 26S proteasome, Ub4-pepOG fluorescence polarization; 20S core pre-blocked with epoxomicin; calls only at 20 µM; actives 0.59% (n = 360,000); AID 588493;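 active = inhibition at 20 µM, scaled to each plate's controls, above about 33%, limit read from the data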
SUMO1-SIM PPI – modulators of human SUMO1-mediated protein-protein interactions; P63165; SUMO1 binding to a labelled peptide, TR-FRET, 1 h; inhibition, % at 20 µM; actives 0.33% (n = 360,000); AID 602429; in the data active = inhibition above about 37%
Target sequence (P63165 whole entry, looked up): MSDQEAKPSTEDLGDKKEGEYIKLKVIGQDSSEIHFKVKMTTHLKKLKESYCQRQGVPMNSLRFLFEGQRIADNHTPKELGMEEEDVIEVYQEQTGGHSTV
LMPTP block – LMPTP (human) inhibition. P24666. recombinant LMPTP-A, OMFP fluorogenic substrate, fluorescence intensity. inhibition, % at 20 µM. actives 0.22% (n = 360,000). AID 651560;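 active = compounds that cut the enzyme signal by at least half of the control window in the single-dose screen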;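 note: plate controls were DMSO wells with enzyme plus substrate for no effect and substrate without enzyme for full effect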
Target sequence (P24666 whole entry, looked up): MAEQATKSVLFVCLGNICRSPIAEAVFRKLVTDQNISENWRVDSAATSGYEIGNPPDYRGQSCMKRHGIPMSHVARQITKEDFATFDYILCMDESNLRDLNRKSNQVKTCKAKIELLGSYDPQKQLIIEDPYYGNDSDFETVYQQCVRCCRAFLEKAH
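Assay system: LMPTP-A phosphatase enzyme | Input: 0.625 nM enzyme | Also added: Fluorogenic phosphatase substrate OMFP at 400 µM final | Compound dosing: One test concentration per compound, 20 µM, with 3% DMSO overall | Schedule: 50 min enzyme reaction at room temperature, protected from light | Signal: Fluorescence intensity | Benchmarks: no-enzyme and uninhibited controls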
CSN inh – inhibitors of human CSN-mediated cullin deneddylation; inhibition, % at 12.5 µM; actives 0.38% (n = 360,000); Purified CSN, SCF-Nedd8-OG deneddylation, fluorescence polarization;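 active = pattern-corrected inhibition above about 35%, with an unprinted fluorescence ratio check between 0.5 and 1.5, limit read from the data, passing the limit was not always enough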;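 note: 0% = enzyme with substrate and 100% = substrate without enzyme; some results filed as inactive read as strong as hits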
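Schedule: reaction 90 min, room temperature / Assay system: HEK293T-derived human Csn5 enzyme / Input: Csn5 at 0.24 nM final / Measure: inhibition of Csn5 cleavage, % / Control set: substrate-only high control, full reaction low control / Technique: fluorescence polarization of the substrate / Buffer or medium: Tris/NaCl/DTT buffer, pH 7.5 / Reagent: SCFSkp2-Nedd8OG substrate at 10 nM final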
STEP block – inhibitors of human striatal-enriched phosphatase STEP; recombinant STEP, OMFP fluorogenic substrate, fluorescence; inhibition, % at 20 µM; actives 0.25% (n = 360,000);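 active = inhibition at 20 µM, scaled per plate between control wells, above about 37%, limit read from the data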;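 note: 0% = DMSO with enzyme and substrate and 100% = substrate only without enzyme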
Target sequence (P54829 whole entry, looked up): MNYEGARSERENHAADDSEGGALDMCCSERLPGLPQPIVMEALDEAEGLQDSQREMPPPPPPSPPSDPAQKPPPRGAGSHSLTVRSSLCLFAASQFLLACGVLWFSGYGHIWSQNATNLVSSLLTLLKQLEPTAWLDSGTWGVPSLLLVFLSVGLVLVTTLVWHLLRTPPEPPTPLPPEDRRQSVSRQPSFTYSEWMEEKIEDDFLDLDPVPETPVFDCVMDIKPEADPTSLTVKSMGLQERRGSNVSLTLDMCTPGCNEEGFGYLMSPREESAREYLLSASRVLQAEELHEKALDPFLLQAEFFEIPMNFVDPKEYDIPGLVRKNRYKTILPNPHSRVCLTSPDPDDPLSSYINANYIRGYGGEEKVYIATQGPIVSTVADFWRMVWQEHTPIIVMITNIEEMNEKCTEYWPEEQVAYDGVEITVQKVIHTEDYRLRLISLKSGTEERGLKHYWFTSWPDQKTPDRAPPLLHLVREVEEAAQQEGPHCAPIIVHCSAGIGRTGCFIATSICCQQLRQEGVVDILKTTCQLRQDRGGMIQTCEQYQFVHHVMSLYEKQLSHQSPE
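Also added – OMFP at 25 µM · Test system – STEP tyrosine phosphatase · Technique – FITC-channel fluorescence of OMFP product · Schedule – 20 min at room temperature, dark · Evaluation – control-normalized % inhibition with plate pattern correction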
Tb MetRS inh – blocks T. brucei methionyl-tRNA synthetase activity. purified T. brucei MetRS, ATP depletion, Kinase-Glo luminescence. inhibition, % at 11.9 µM. actives 0.4% (n = 360,000). AID 624268;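 active = inhibition above a per-plate cutoff of the control wells' mean inhibition plus 3 SD, cut at about 5.5% in these data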;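 note: 0% = DMSO wells median and 100% = median of wells with control inhibitor compound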
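Dosing: 11.9 µM compound single dose, 0.9% DMSO; Assay system: purified T. brucei MetRS enzyme; Measured by: Kinase-Glo luciferase luminescence reporting remaining unconsumed ATP; Schedule: 15 min plus 2 h at 25 °C.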
DNMT1 inh – inhibitors of human DNMT1; DNMT1 molecular beacon, Hinp1I cleavage, fluorescence; inhibition (reported as % activation of signal), % at 10 µM; actives 0.83% (n = 360,000); AID 588458; in the data active = inhibition above about 50%
NadD block – blocks S. aureus nicotinate mononucleotide adenylyltransferase | purified NadD enzyme, colorimetric absorbance read-out | inhibition, % at 20 µM | actives 0.78% (n = 360,000) | AID 602399; in the data active = inhibition above about 26%; note: some compounds past the cut are filed as inactive
PABP1 MLLE inh – blocks PAM2 peptide binding to the PABP1 MLLE domain | GST-MLLE / FITC-PAM2 fluorescence polarization | inhibition, % at 20 µM | AID 588489 | P11940 | actives 0.36% (n = 360,000); in the data active = inhibition above about 35%, passing the limit was not always enough;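 note: plate controls were DMSO wells with GST-MLLE for no effect and wells lacking GST-MLLE protein for full effect; some results filed as inactive read as strong as hits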
Starred values were filed as active, the others as inactive; i = inactive; . = not tested or not shown.

SMILES	Scp-1 inhibitor	Rpn11 inh	SUMO1-SIM PPI	LMPTP block	CSN inh	STEP block	Tb MetRS inh	DNMT1 inh	NadD block	PABP1 MLLE inh
CCOC(=O)Cn1c(=O)c2c(nc(Br)n2Cc2ccccc2Cl)n(C)c1=O	-7	i	0	0.6	-2	1	-1.5	1	0	12
O=C(Nc1nnc(C2CC2)s1)c1n[nH]c(=O)c2ccccc12	-21	i	-20	-0.9	-4	-2	0.0	-1	-3	-7
Nc1nc(Nc2ccccc2F)nc(NCCO)c1[N+](=O)[O-]	-11	i	-13	-1.3	-4	3	-0.1	-1	-7	4
CC(=O)Nc1ccc(S(=O)(=O)NCCC(=O)NC(C)c2cccs2)cc1 (centres undefined)	-10	i	-5	-0.2	-2	0	-0.3	-2	-1	13
CC1CCCCN1C(=O)COC(=O)c1cccc(NS(=O)(=O)c2ccccc2)c1 (centres undefined)	-3	i	-7	0.3	0	-1	-0.4	0	-2	-4
CC(NC=C1C(=O)OC(C)(C)OC1=O)C(=O)O (centres undefined)	-11	i	-1	-0.5	-2	0	-0.5	1	0	5
C=C1C(=O)[C@@]23[C@H](O)C[C@@H]4C(C)(C)CC[C@H](O)[C@]4(C)[C@@H]2C[C@H](O)[C@@H]1[C@H]3O	-12	i	0	-2.0	3	0	-0.1	3	-7	31
CC(=O)N1CC2(CC(c3ccc(Cl)cc3Cl)=NO2)CN1c1cccc(Cl)c1 (centres undefined)	.	i	2	2.2	0	-1	0.9	-1	-5	-6
O=C(CSc1nnc(-c2ccco2)n1Cc1ccccc1)NC(=O)NCc1ccco1	-8	i	1	0.6	-1	1	0.7	-2	4	-64
COc1ccc([C@@H]2C[C@H]3CN(c4ccccc4)C(=O)[C@]34CCCN24)c(OC)c1OC	0	i	-4	-2.6	5	2	-0.5	0	-5	-26
COC(=O)C1C2C=CC3(CN(c4ccc(Cl)c(F)c4)C(=O)C13)O2 (centres undefined)	-12	i	-1	0.1	0	0	-1.5	0	3	1
COc1cccc(-c2cc(C(=O)O)no2)c1	-1	i	-8	-1.1	3	2	-0.3	-2	3	5
CC1CN(C(=O)CCNS(=O)(=O)c2ccc(Br)cc2)CC(C)O1 (centres undefined)	-6	i	0	0.1	4	-1	-0.3	2	3	3
[S-]C(=Nc1ccc(Cl)cc1)N[n+]1ccccc1	-4	i	3	4.9	0	1	-0.5	-1	-4	17
O=C(NCc1ccc(F)cc1)C1CCN(S(=O)(=O)c2ccc(Br)s2)CC1	-11	i	6	0.5	0	-2	0.6	0	-8	-6
CCOC(=O)c1cc(NC(=O)C2C3C=CC(O3)C2C(=O)O)cc(C(=O)OCC)c1 (centres undefined)	7	i	5	-1.9	-5	1	-0.9	1	-3	11
O=C(N=C1c2ccccc2CN1c1ccc(F)cc1)c1ccc(Cl)nc1	1	i	-3	-0.8	-2	-2	0.3	-7	4	-5
CC(C)Oc1cccc(C(=O)C2CCCN(C(=O)CCc3cnn(C)c3)C2)c1 (centres undefined)	-10	i	1	-0.2	-3	-2	-0.5	4	-3	11
CC(C)(C)C1CCC(=NNC(=O)C2COc3ccccc3O2)CC1 (centres undefined)	1	i	1	-0.7	4	1	-0.3	-2	-1	-1
Cc1ccc2c(c1)N(CC(=O)N1CCCCCC1)C(=O)c1cccnc1O2	-6	i	1	-1.5	2	1	0.8	1	3	-21
O=C(CCCSc1ccccc1)Nc1nc(-c2ccco2)c(-c2ccco2)s1	-37	i	9	5.8	43*	2	-0.3	19	12	-5
C[C@H](NC(=O)[C@@H]1CSC2c3ccccc3C(=O)N21)C(=O)NC1CCCC1 (some centres undefined)	-3	i	-2	-0.9	-3	0	-0.5	3	-1	10
CC(C)C[C@H](NC(=O)c1nc[nH]c1C(=O)N1CCc2ccccc2C1)C(=O)OCc1ccccc1	1	i	1	2.3	-1	0	-0.1	-2	9	13
Cc1ccccc1S(=O)(=O)/N=C(/Nc1c(C)n(C)n(-c2ccccc2)c1=O)c1ccccc1	-7	i	2	-0.8	0	0	-0.2	2	1	2
O=C(CSc1nnnn1-c1ccc2c(c1)OCCO2)OC1CCCCC1	-7	i	-2	0.9	-3	5	-1.2	4	-7	2
Cc1cc(OCC(=O)N2CCCC2)ccc1Cl	2	i	1	2.1	6	0	-1.2	-2	-3	2
COc1ccc(Oc2nc3c(C)cccn3c(=O)c2/C=C(\C#N)C(N)=O)cc1	-10	i	-22	0.6	-5	0	-0.2	0	-5	-11
COc1cccc(C(=O)Nc2ccc(N3CCN(C(=O)c4cccs4)CC3)cc2)c1	-2	i	2	1.1	-1	0	0.3	-1	0	0
O=[N+]([O-])c1ccc(Cl)c(/C=N/n2c(-c3ccncc3)n[nH]c2=S)c1	-3	i	2	2.2	2	2	-0.3	-2	10	-81
CCc1cc(C(=O)N(CC)CC(=O)Nc2ccc(OC)cc2)sc1C	-2	i	-5	-6.5	2	4	-0.3	-6	4	-1

For reference, part of the list above.
SMILES	Scp-1 inhibitor	Rpn11 inh	SUMO1-SIM PPI	LMPTP block	CSN inh	STEP block	Tb MetRS inh	DNMT1 inh	NadD block	PABP1 MLLE inh
CCOC(=O)c1cc(NC(=O)C2C3C=CC(O3)C2C(=O)O)cc(C(=O)OCC)c1 (centres undefined)	7	i	5	-1.9	-5	1	-0.9	1	-3	11
O=C(N=C1c2ccccc2CN1c1ccc(F)cc1)c1ccc(Cl)nc1	1	i	-3	-0.8	-2	-2	0.3	-7	4	-5
CC(C)Oc1cccc(C(=O)C2CCCN(C(=O)CCc3cnn(C)c3)C2)c1 (centres undefined)	-10	i	1	-0.2	-3	-2	-0.5	4	-3	11
CC(C)(C)C1CCC(=NNC(=O)C2COc3ccccc3O2)CC1 (centres undefined)	1	i	1	-0.7	4	1	-0.3	-2	-1	-1
Cc1ccc2c(c1)N(CC(=O)N1CCCCCC1)C(=O)c1cccnc1O2	-6	i	1	-1.5	2	1	0.8	1	3	-21
O=C(CCCSc1ccccc1)Nc1nc(-c2ccco2)c(-c2ccco2)s1	-37	i	9	5.8	43*	2	-0.3	19	12	-5

Additional structures
SMILES	Scp-1 inhibitor	Rpn11 inh	SUMO1-SIM PPI	LMPTP block	CSN inh	STEP block	Tb MetRS inh	DNMT1 inh	NadD block	PABP1 MLLE inh
Cn1c(NC(=O)c2ccc(F)cc2)c(-c2cccs2)c(=O)c2ccccc21	7	i	7	0.8	-2	1	0.0	4	-6	1
CC1CCN(S(=O)(=O)c2ccccc2)CC1	-2	i	12	-0.3	4	0	-0.3	4	0	1
COc1ccc(-c2nn(-c3ccccc3)cc2CNC[C@H]2O[C@@H](n3cnc4c(N)ncnc43)[C@H](O)[C@@H]2O)cc1	-2	i	2	0.5	-4	-2	-0.5	2	-4	2
OCCN(Cc1ccccc1)Cc1ccccc1F	-2	i	-1	-1.1	-6	0	0.3	-2	-12	-1
O=C(O)c1cn(-c2ccccc2)nc1-c1ccncc1	-4	i	-2	-0.9	1	0	-0.7	5	-3	-12
C(=N\NC1=Nc2cccc3cccc1c23)/c1ccccc1	6	i	-4	4.2	6	-2	-0.5	-16	6	-69
COc1ccc(CC(=O)N(CCC2=CCCCC2)c2c(N)n(Cc3ccccc3)c(=O)[nH]c2=O)cc1	.	i	3	1.8	0	-1	0.1	0	4	-30
Cc1nc2ccc(F)cc2cc1C(=O)NC(C)C	-4	i	5	0.1	0	0	0.2	-2	4	-14
CC(C)n1c(N2CCN(C(=O)NCc3ccccc3)CC2)nc2ccccc21	-8	i	2	-0.7	4	0	-0.3	2	5	9
O=C(NCc1cccnc1)C1CCCN1S(=O)(=O)c1ccc(Cl)cc1 (centres undefined)	-1	i	-2	-0.6	5	0	-1.3	3	9	9
Cc1ccc2nsnc2c1S(=O)(=O)NCc1ccc2c(c1)OCO2	-5	i	-31	-0.9	-1	2	-0.1	3	-3	5
CC(=O)Oc1ccc2c(c1)C(=O)CCCCCC(=O)O2	.	i	-1	-1.6	-4	4	0.5	2	-3	6
COC(=O)c1cc(NC(=O)c2ccc(C)cc2)c(=O)oc1C	-6	i	-13	0.7	1	-6	-0.4	0	3	7
Cc1ccc(NC(=O)c2cc(-c3ccc4c(c3)OCO4)on2)cc1C	12	i	0	-0.1	-3	-1	-1.1	10	3	-3
COc1cc2c(cc1OC)/C(=C/C(=O)c1ccccc1F)NCC2	-7	i	-8	1.2	6	1	-0.9	-8	-1	1
COc1ccc(OC(C)C(=O)Nc2cccc(OC)c2)cc1 (centres undefined)	30	i	-4	-0.7	-4	1	-0.5	-3	-1	8
Cn1c(N)c(C(=O)COC(=O)c2cc(C3CC3)nc3ccccc23)c(=O)n(C)c1=O	-5	i	-5	1.7	-2	2	-0.2	-3	-7	6
CCn1cc(CN2CCN(CC(C)(C)C)C(CCO)C2)c2ccccc21 (centres undefined)	-6	i	1	-1.4	3	2	-1.0	2	-1	-10
COc1ccc(C(CNC(=O)c2ccc(Br)o2)N2CCN(C)CC2)cc1 (centres undefined)	-2	i	3	0.3	-3	0	-0.6	3	-9	12
Cc1c(C(=O)N2CCc3ccccc32)oc2ccccc12	-17	i	2	-0.6	-1	2	0.1	-1	-3	-4
O=C(CCCCl)OCc1cn(-c2ccc(Cl)cc2)nn1	-6	i	1	0.7	-6	-1	-0.6	2	-4	7
O=C(COC(=O)c1cc(Cl)ccc1[N+](=O)[O-])NC1CC1	-6	i	-30	-1.8	5	-2	-0.6	0	1	-1
COCCCNc1ccn2nc(-c3ccc(OCc4ccccc4)cc3)cc2n1	.	i	15	4.1	4	-1	-0.3	-29	-9	-23
CCc1ccc(C(C)NC(=S)NCc2ccc(F)cc2)cc1 (centres undefined)	-4	i	3	1.4	3	3	-0.1	8	3	-112
CCCCC(C)n1[nH]c(=O)c2c(C)cc(C)nc21 (centres undefined)	-1	i	14	-0.6	-1	4	0.4	0	0	-3
Cc1ccc(-c2nc3ccsc3c(=O)o2)cc1	-9	i	-7	-0.5	4	0	-1.4	-1	-10	-4
Cc1cc(-c2ccc3c(c2)COc2c4ccccc4nn2-3)on1	-6	i	-15	0.5	1	0	-0.5	-2	-4	-18
O=C(N/N=C1/CCc2ccccc21)C1CC1	-7	i	0	-2.0	3	1	0.2	-2	-4	10
CCOC(=O)N1CCN(C(=O)c2ccccc2-c2ccccc2)CC1	-3	i	0	-1.0	2	-1	0.1	2	-6	9
